Screening data: PubChem, several laboratories
PP1 inh = counter-screen for PP5 inhibitors: inhibitors of human PP1-alpha; purified PP1alpha, OMFP fluorescence; inhibition, % at 6.7 µM; actives 0.9% (n = 320,000); AID 2235;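 active = inhibition above the mean inhibition of all tested compounds plus 3 SD, computed separately for each screening campaign, cut at about 15% in these data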
proCasp7 act = counter-screen for procaspase-3 activators: activators of human procaspase-7; actives 0.093% (n = 330,000); P55210; AID 463210; activation, % at 8.5 µM; recombinant procaspase-7, Ac-DEVD-pNA absorbance 405 nm; D23A/D198A/D206A triple mutant, cannot self-cleave; scale: DMSO 0, 5 µM enzyme 100;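 active = percent activation above the screen-wide mean plus 3 SD, cut at about 25% in these data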
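Material: Procaspase-7 triple mutant (PC-7 D3A) | Quantity: 2 µM procaspase-7 mutant as dispensed | Reagent: DEVD-pNA substrate | Times: 1 h preincubation, 2 h reaction | Technique: 405 nm absorbance of p-nitroaniline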
GASC-1 inh = blocks human GASC-1 demethylase activity. Q9H3R0. GST-JMJD2C(1-420) H3K9me3 demethylation, DELFIA europium. inhibition, % at 2.35 µM. actives 0.069% (n = 330,000). AID 2099;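 active = more than half of a compound's replicate wells show inhibition beyond 50%, single wells judged on their own value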;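 note: signal counts dimethyl H3K9 product captured on neutravidin plate; 0% = median of DMSO wells and 100% = 0.3 times that DMSO median; strong numbers were not always called active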
proCasp3 act = activates human procaspase-3 | recombinant procaspase-3 D3A, Ac-DEVD-pNA absorbance 405 nm | P42574 | activation, % at 8.5 µM | actives 0.11% (n = 330,000);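 active = activation above the mean of all tested compounds plus 3 SD, cut at about 21% in these data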;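 note: 0% = DMSO alone and 100% = DMSO wells spiked with extra 5 µM PC-3 D3A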
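Compound: 8.5 µM single point, 0.8% DMSO / Material: Autoprocessing-dead procaspase-3 D3A mutant enzyme / Timing: 1 h preincubation plus 2 h reaction at 25 °C / Medium: Zinc-free HEPES/NaCl buffer with 0.01% Triton X-100 at pH 7.4 / Technique: 405 nm absorbance of p-nitroaniline, reads at 0 and 120 min / Repeats: one well per compound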
GRK2 inh = human GRK2 inhibition via aptamer displacement. P25098. bead flow cytometry, FAM-aptamer displacement from GRK2. inhibition of aptamer binding, % at 10 µM. actives 0.59% (n = 330,000). AID 488847;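 active = inhibition of aptamer binding above 40%, roughly 3 SD of noise, on plates passing a quality check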;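 note: median bead fluorescence of bound FAM aptamer so fluorescent compounds give negative values; no value below 0 was filed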
Fh CTSL1 inh = counter-screen for PFM18AAP inhibitors: inhibitors of F. hepatica cathepsin L1 | recombinant F. hepatica cathepsin L1, Z-Leu-Arg-MCA fluorescence | actives 0.49% (n = 300,000) | inhibition, % at 5.96 µM;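 active = inhibition above the mean of all tested compounds plus 3 SD, set per screening campaign, cut at about 17% in these data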;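 note: 0% = plate median of test compound wells and 100% = 1 µM Z-Phe-Ala-diazomethylketone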
HCV core dimer = blocks dimerization of HCV core protein. TR-FRET GST/Flag-core106 dimerization, 1536-well. inhibition, % at 5 µM. actives 0.33% (n = 300,000). AID 1899;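 active = inhibition above the mean of all tested compounds plus 3 SD, set per screening campaign, cut at about 45% in these data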
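Assay system: Tagged HCV core106 pair (GST and Flag) | Buffer or medium: KF-containing HEPES buffer, pH 7.45, DTT, CHAPS, BSA | Also added: Eu donor and XL665 acceptor anti-tag antibodies | Dosing: One concentration, 5 µM, in 0.5% DMSO | Timing: 4 h at 22.5 °C | Technique: TR-FRET 671 and 617 nm emission | Repeats: Singlicate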
VLA-4 inh = inhibition in a human VLA-4 binding assay | VLA-4 expressing cells, ligand binding flow cytometry | inhibition, % (about 7 µM as worked out from the volumes in the protocol) | actives 0.2% (n = 330,000) | AID 2557; in the data active = inhibition above about 50%
Target sequence (P13612 whole entry, looked up): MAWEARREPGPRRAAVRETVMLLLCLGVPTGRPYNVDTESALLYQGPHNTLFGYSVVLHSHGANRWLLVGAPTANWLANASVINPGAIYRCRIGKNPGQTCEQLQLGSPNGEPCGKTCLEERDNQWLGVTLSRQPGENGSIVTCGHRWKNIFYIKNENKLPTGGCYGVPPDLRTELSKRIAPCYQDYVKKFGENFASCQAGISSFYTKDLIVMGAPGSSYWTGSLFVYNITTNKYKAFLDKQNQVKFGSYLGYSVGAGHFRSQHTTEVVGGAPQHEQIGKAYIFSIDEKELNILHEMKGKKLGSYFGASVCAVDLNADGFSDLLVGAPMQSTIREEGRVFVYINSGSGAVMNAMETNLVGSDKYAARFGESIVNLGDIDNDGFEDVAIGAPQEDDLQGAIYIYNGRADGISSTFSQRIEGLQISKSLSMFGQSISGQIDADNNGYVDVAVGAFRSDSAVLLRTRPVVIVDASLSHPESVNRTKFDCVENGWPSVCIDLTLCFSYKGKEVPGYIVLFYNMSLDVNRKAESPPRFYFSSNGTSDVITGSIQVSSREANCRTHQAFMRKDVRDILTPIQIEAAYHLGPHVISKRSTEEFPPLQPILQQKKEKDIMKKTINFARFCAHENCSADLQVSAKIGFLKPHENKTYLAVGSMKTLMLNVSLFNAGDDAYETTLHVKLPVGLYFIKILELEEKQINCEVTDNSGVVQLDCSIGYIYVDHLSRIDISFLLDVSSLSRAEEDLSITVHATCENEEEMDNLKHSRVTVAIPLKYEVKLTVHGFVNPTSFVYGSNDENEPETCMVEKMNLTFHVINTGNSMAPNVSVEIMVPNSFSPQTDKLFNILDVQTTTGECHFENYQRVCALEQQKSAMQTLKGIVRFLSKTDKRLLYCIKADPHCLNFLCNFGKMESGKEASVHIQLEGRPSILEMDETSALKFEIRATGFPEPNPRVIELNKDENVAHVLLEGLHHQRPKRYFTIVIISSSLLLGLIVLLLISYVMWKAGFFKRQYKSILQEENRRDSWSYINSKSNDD
PP5 primary = inhibitors of human protein phosphatase 5 (PP5). purified PP5c, OMFP substrate fluorescence. inhibition, % at 6.7 µM. AID 1987. actives 0.18% (n = 320,000). P53041;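 active = inhibition above the campaign's mean inhibition across all tested compounds plus 3 SD, cut at about 9.5% in these data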;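 note: 0% = DMSO only and 100% = 100 µM cantharidin control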
* hit, by the source's call; & = joins results of further samples. The order is random. About 2.6% of those tested had a hit in this group.

What do the screens show for `CCC(C)NC(=O)c1ccc(NC(=O)C2=C(C)OCCS2)cc1` (stereo not given)?
PP1 inh: 1.0; proCasp7 act: -4.7; GASC-1 inh: 2.1; proCasp3 act: -7.2; GRK2 inh: 0.0; Fh CTSL1 inh: -9.3; HCV core dimer: 3.3; VLA-4 inh: 2.0; PP5 primary: 2.1

Results for COc1ccc(NS(=O)(=O)c2cccc(N3CC(O)=C(c4ccccc4)C3=N)c2)cc1 ?
PP1 inh: -2.0; proCasp7 act: -14.3; GASC-1 inh: 2.4; proCasp3 act: -5.1; GRK2 inh: 2.0; Fh CTSL1 inh: -0.2; HCV core dimer: -7.0; VLA-4 inh: -13.5; PP5 primary: -2.6

What do the screens show for `Cc1c(Cl)cccc1NC(=O)COC(=O)Cn1cnc2c1c(=O)n(C)c(=O)n2C`?
PP1 inh: 0.6; proCasp7 act: -2.2; GASC-1 inh: -18.0; proCasp3 act: 11.5; GRK2 inh: 3.0; VLA-4 inh: -2.9; PP5 primary: 1.0

What do the screens show for `CN1CCOCCOc2ccccc2OCCOCC1`?
PP1 inh: -2.1; proCasp7 act: -0.4; GASC-1 inh: 3.6; proCasp3 act: -17.3; GRK2 inh: 0.0; Fh CTSL1 inh: 0.8; HCV core dimer: 2.0; VLA-4 inh: -1.9; PP5 primary: -2.3

What do the screens show for `COc1ccc(S(=O)(=O)N2CCCCC2)cc1NC(=O)c1[nH]c(C)c(C(C)=O)c1C`?
proCasp7 act: -5.2; proCasp3 act: -7.0; GRK2 inh: 0.0; VLA-4 inh: 23.9

Results for Nn1cc(-c2ccccc2)nc1SCC(=O)Nc1ccc2c(c1)OCO2 ?
PP1 inh: -6.9; proCasp7 act: -9.9; GASC-1 inh: -0.3; proCasp3 act: -3.5; GRK2 inh: 0.0; Fh CTSL1 inh: -0.1; HCV core dimer: -4.8; VLA-4 inh: -8.8; PP5 primary: -1.5

What do the screens show for `O=C(c1cccc(Cl)c1)C1CCCN(C(=O)c2ccc3c(c2)OCO3)C1` (stereo not given)?
PP1 inh: 1.9; proCasp7 act: 2.9; GASC-1 inh: 2.0; proCasp3 act: 1.5; GRK2 inh: 1.0; Fh CTSL1 inh: 1.8; HCV core dimer: -6.6; VLA-4 inh: 5.6; PP5 primary: 2.0

What do the screens show for `COc1ccc2nc(NC(=O)CN(C)S(=O)(=O)c3cccs3)sc2c1`?
PP1 inh: -1.9; proCasp7 act: -5.5; GASC-1 inh: 7.8; proCasp3 act: -5.2; GRK2 inh: 13.0; Fh CTSL1 inh: -0.2; HCV core dimer: 4.2; VLA-4 inh: 16.8; PP5 primary: 1.0

How did COC(=O)c1c(C)[nH]c(C(=O)COc2ccc3ccc(=O)oc3c2)c1C do in these assays?
PP1 inh: 7.8; proCasp7 act: 7.2; GASC-1 inh: -4.6; proCasp3 act: -1.3; GRK2 inh: 14.0; VLA-4 inh: -4.5; PP5 primary: 3.6

Results for COCCNC(=O)C(Cc1c[nH]c2ccccc12)NC(=O)OCc1ccccc1 (stereo not given) ?
PP1 inh: -5.4; proCasp7 act: 13.6; GASC-1 inh: -6.1; proCasp3 act: -3.8; GRK2 inh: 0.0; Fh CTSL1 inh: 2.8; HCV core dimer: 1.5; VLA-4 inh: 6.3; PP5 primary: -0.7

Results for O=C(NCc1ccncc1)c1ccc(Cl)c(S(=O)(=O)N2CCOCC2)c1 ?
PP1 inh: -1.0; proCasp7 act: 1.5; GASC-1 inh: -14.2&-1.4; proCasp3 act: 8.2; GRK2 inh: 5.0; Fh CTSL1 inh: 0.0; HCV core dimer: -8.5; VLA-4 inh: -1.7; PP5 primary: 1.0

What do the screens show for `O=C(NC1CCCC1)C(c1ccccn1)N(Cc1ccc(F)cc1)C(=O)c1csnn1` (stereo not given)?
PP1 inh: -5.6; proCasp7 act: 4.4; GASC-1 inh: -3.1; proCasp3 act: 4.6; GRK2 inh: 0.0; Fh CTSL1 inh: 0.8; HCV core dimer: -2.1; VLA-4 inh: 1.4; PP5 primary: -0.7

Results for COc1ccccc1N1CCN(C(=O)Cn2nc(C(F)(F)F)c3c2CCC3)CC1 ?
PP1 inh: -3.0; proCasp7 act: 8.6; GASC-1 inh: -3.8; proCasp3 act: -4.1; GRK2 inh: 1.0; Fh CTSL1 inh: 0.9; HCV core dimer: 0.0; VLA-4 inh: 5.0; PP5 primary: 0.4

Results for CC1CCCCC1NC(=O)/C(C#N)=C/c1ccc2c(c1)OCCO2 (stereo not given) ?
PP1 inh: -0.5; proCasp7 act: 1.5; GASC-1 inh: 2.5; proCasp3 act: 4.2; GRK2 inh: 0.0; Fh CTSL1 inh: 6.0; HCV core dimer: -3.9; VLA-4 inh: 10.0; PP5 primary: 3.0

What do the screens show for `CCSc1nc2[nH]ncc2c(=O)[nH]1`?
PP1 inh: -2.7; proCasp7 act: 7.5; GASC-1 inh: 3.9; proCasp3 act: 4.6; GRK2 inh: 1.0; Fh CTSL1 inh: -2.6; HCV core dimer: 0.2; VLA-4 inh: 33.9; PP5 primary: 2.7

How did COc1ccc(C(=O)NCCN2CCN(C(=O)c3ccc(OC)c(OC)c3)CC2)cc1OC do in these assays?
PP1 inh: 2.1; proCasp7 act: -0.2; GASC-1 inh: 3.1; proCasp3 act: 3.5; GRK2 inh: 2.0; Fh CTSL1 inh: -0.6; HCV core dimer: -11.5; VLA-4 inh: 0.5; PP5 primary: 0.9

What do the screens show for `COCCOC(=O)c1c(C)oc2ccc(OS(C)(=O)=O)cc12`?
PP1 inh: 3.9; proCasp7 act: 4.8; GASC-1 inh: -2.9; proCasp3 act: 2.6; GRK2 inh: 0.0; Fh CTSL1 inh: 0.9; HCV core dimer: 0.1; VLA-4 inh: 7.3; PP5 primary: 0.3

Results for O=C(Nc1cc(Cl)ccn1)C1(c2ccccc2)CC1(Cl)Cl (stereo not given) ?
PP1 inh: 4.9; proCasp7 act: 2.1; GASC-1 inh: 10.0; proCasp3 act: 7.2; GRK2 inh: 1.0; Fh CTSL1 inh: 1.0; HCV core dimer: 2.4; VLA-4 inh: 5.0; PP5 primary: 1.1

Results for COc1cc(CN2CC(=O)N(c3cc(Cl)ccc3C)C2=S)cc(OC)c1OC ?
PP1 inh: 1.6; proCasp7 act: -17.5; GASC-1 inh: 8.9; proCasp3 act: -0.4; GRK2 inh: 4.0; Fh CTSL1 inh: 2.4; HCV core dimer: 2.6; VLA-4 inh: 12.4; PP5 primary: 0.3

What do the screens show for `CN(Cc1ccccc1)C(=O)c1ccc(NC(=O)Cc2cccc(NC(=O)C3CCCN(C(=O)C4CCC4)C3)c2)cc1` (stereo not given)?
PP1 inh: 1.0; proCasp7 act: 10.9; proCasp3 act: 3.1; GRK2 inh: 3.0; VLA-4 inh: 0.1; PP5 primary: -0.5

Results for COc1ccc2[nH]c(C)c(CCN(Cc3cccs3)C(=S)Nc3ccccc3)c2c1 ?
PP1 inh: -1.1; proCasp7 act: 0.7; GASC-1 inh: 34.9; proCasp3 act: 8.4; GRK2 inh: 3.0; Fh CTSL1 inh: -0.9; HCV core dimer: 13.7; VLA-4 inh: 22.6; PP5 primary: 3.8

What do the screens show for `Cc1csc(NC(=O)C(CC(C)C)NS(=O)(=O)c2ccc3c(c2)oc(=O)n3C)n1` (stereo not given)?
PP1 inh: -1.6; proCasp7 act: -5.2; GASC-1 inh: -14.3; proCasp3 act: -6.4; GRK2 inh: 0.0; Fh CTSL1 inh: 3.7; HCV core dimer: -6.1; VLA-4 inh: 5.5; PP5 primary: 0.7

Results for CCOC(=O)c1c(NC(=O)C2CC2)sc2c1CC(C)(C)OC2 ?
PP1 inh: -3.8; proCasp7 act: 1.0; GASC-1 inh: -5.3; proCasp3 act: -1.5; GRK2 inh: 0.0; Fh CTSL1 inh: 2.5; HCV core dimer: -2.1; VLA-4 inh: 10.2; PP5 primary: -2.4

What do the screens show for `CCCCCCCC/C=C\CCCCCCCC(=O)NCCc1ccc(O)c(O)c1`?
PP1 inh: 16.4*; proCasp7 act: -8.1; GASC-1 inh: 23.3; proCasp3 act: 9.4; GRK2 inh: 0.0; Fh CTSL1 inh: 3.6; HCV core dimer: 5.4; VLA-4 inh: -2.7; PP5 primary: 14.6*

What do the screens show for `COc1cccc(S(=O)(=O)N2CCN(C(=O)c3ccco3)CC2)c1`?
PP1 inh: -7.5; proCasp7 act: 7.2; GASC-1 inh: -1.8; proCasp3 act: -10.5; GRK2 inh: 0.0; Fh CTSL1 inh: -1.4; HCV core dimer: -4.2; VLA-4 inh: 7.0; PP5 primary: -1.5

Results for CC[C@@H](Nc1ncnc2c1oc1ccccc12)C(=O)O ?
PP1 inh: 0.1; proCasp7 act: -8.9; GASC-1 inh: 4.1; proCasp3 act: 7.5; GRK2 inh: 2.0; Fh CTSL1 inh: -1.4; HCV core dimer: 2.0; VLA-4 inh: -0.5; PP5 primary: -0.2

What do the screens show for `CC1=Nn2c(nc(-c3ccccc3)c2-c2ccccc2)NC(=O)C1Br` (stereo not given)?
PP1 inh: -0.4; proCasp7 act: -1.4; GASC-1 inh: -1.6; proCasp3 act: -2.0; GRK2 inh: 1.0; Fh CTSL1 inh: 0.1; HCV core dimer: 3.3; VLA-4 inh: -5.5; PP5 primary: 2.0

What do the screens show for `COc1ccc(C(=O)N/N=C(\C)c2ccc(NC(=O)Cc3ccccc3)cc2)c(OC)c1`?
PP1 inh: -3.9; proCasp7 act: -5.6; GASC-1 inh: -5.6; proCasp3 act: -0.2; GRK2 inh: 0.0; Fh CTSL1 inh: 1.2; HCV core dimer: -6.7; VLA-4 inh: 12.5; PP5 primary: -2.0

How did COc1ccccc1N(Cc1cc(=O)[nH]c2ccccc12)C(=O)c1ccccc1 do in these assays?
PP1 inh: 7.2; proCasp7 act: 6.9; GASC-1 inh: 0.8; proCasp3 act: 0.0; GRK2 inh: 0.0; Fh CTSL1 inh: -1.1; HCV core dimer: 6.1; VLA-4 inh: 6.3; PP5 primary: 0.8

Results for CCCCOc1ccccc1C1C(C(N)=O)=C(C)Nc2nnnn21 (stereo not given) ?
PP1 inh: 1.8; proCasp7 act: -2.3; GASC-1 inh: -15.1; proCasp3 act: 6.9; GRK2 inh: 0.0; Fh CTSL1 inh: -2.8; HCV core dimer: 1.3; VLA-4 inh: -2.0; PP5 primary: 0.5

Results for Cc1cccc(CSc2nnc(Cn3c(=O)sc4ccccc43)n2C)c1 ?
PP1 inh: -3.6; proCasp7 act: 1.2; GASC-1 inh: 0.2; proCasp3 act: 0.6; GRK2 inh: 2.0; Fh CTSL1 inh: -0.5; HCV core dimer: 2.2; VLA-4 inh: -0.2; PP5 primary: 1.0

What do the screens show for `Cc1nc2ccccc2c2nc3ccccc3n12`?
PP1 inh: -2.9; proCasp7 act: 7.9; GASC-1 inh: 5.9; proCasp3 act: -1.6; GRK2 inh: 0.0; Fh CTSL1 inh: 3.0; HCV core dimer: 10.8; VLA-4 inh: 7.7; PP5 primary: 0.4
